GalR3 antag = blocks the human galanin receptor 3 | O60755 | HEK293 GalR3-CNG cAMP membrane potential fluorescence; galR3 body fused to GalR1 C-terminus | inhibition, % at 3 µM | 360,000 tested, 0.44% active | AID 651719;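 active means inhibition above the screen-wide average plus 3 SD, cut at about 13% in these data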;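 further: forskolin and galanin both at EC90 stimulate the cells; cAMP rise reported by CNG channel membrane potential dye signal; 0% = forskolin plus galanin with DMSO and 100% = forskolin alone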
V1aR counter = activates human V1a receptor in oxytocin agonist counter-screen | CHO-V1R cells, Fluo-8 calcium fluorescence, agonist mode; 0% DMSO, 100% 3 nM vasopressin | activation, % at 3 µM | 320,000 tested, 0.25% active;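 active means activation above the mean activation of all tested compounds plus 3 SD, per screening run, cut at about 20% in these data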;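 further: signal is peak over basal fluorescence ratio across a 100 second FLIPR read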
Target sequence (P37288 whole entry, looked up): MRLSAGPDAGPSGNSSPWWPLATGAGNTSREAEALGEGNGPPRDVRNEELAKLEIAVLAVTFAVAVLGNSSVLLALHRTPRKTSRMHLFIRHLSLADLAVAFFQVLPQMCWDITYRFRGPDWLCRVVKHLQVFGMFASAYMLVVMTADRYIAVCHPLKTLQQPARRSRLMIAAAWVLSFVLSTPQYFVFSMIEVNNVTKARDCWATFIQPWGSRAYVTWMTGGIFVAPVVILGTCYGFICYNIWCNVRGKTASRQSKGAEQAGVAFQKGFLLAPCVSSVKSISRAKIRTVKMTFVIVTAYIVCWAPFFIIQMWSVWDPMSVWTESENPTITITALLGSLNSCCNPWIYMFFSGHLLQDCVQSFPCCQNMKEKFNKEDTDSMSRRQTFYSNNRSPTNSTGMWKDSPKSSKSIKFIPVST
OXTR agonist = human OXTR agonism; P30559; CHO-OTR cells, Fluo-8 calcium fluorescence; normalized: DMSO 0%, oxytocin 100%; activation, % at 3 µM; 320,000 tested, 0.32% active;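 active means activation above the mean of all tested compounds plus 3 SD, cutoff set per screening run, cut at about 20% in these data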;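 further: peak over basal fluorescence ratio from a 100 s FLIPR kinetic read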
Target sequence (P30559 whole entry, looked up): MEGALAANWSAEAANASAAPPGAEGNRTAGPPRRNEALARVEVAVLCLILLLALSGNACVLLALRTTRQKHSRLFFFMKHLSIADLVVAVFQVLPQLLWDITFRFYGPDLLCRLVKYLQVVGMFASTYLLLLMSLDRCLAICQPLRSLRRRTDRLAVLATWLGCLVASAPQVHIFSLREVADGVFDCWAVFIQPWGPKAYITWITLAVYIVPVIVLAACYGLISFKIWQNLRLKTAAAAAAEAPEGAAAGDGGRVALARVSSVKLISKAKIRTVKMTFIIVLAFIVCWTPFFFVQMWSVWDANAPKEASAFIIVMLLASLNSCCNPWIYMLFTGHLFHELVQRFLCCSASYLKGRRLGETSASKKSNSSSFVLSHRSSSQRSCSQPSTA
Active calls of the source: *. Some of the compounds tested; count on the stated rates, not on these rows.

SMILES | GalR3 antag | V1aR counter | OXTR agonist
O=C1N[C@@H](Cc2ccccc2)COC(=O)[C@H](Cc2ccc(F)cc2)C/C=C\C[C@@H]1CC(=O)N(CCO)Cc1ccccc1 | -2.0 | -1.0 | -1.7
CSCCC(NC(=O)COc1ccccc1)C(=O)N(C)Cc1ccc(F)cc1 (stereo not drawn) | -3.0 | 2.2 | -1.0
Cc1ccccc1-c1nnc(SCC(=O)c2c(N)n(C3CC3)c(=O)[nH]c2=O)o1 | -1.5 | -0.7 | 0.6
CC(=O)c1cccc(OCC(=O)Nc2ccccc2N2CCOCC2)c1 | -6.8 | 2.1 | 0.1
CCCc1ccc(C(=O)COC(=O)CN2C(=O)NC3(CCCCC3C)C2=O)cc1 (stereo not drawn) | -0.4 | 4.0 | 2.2
COc1ccc(C(=O)NNC(=S)NC(=O)c2ccc(Cl)cc2)cc1 | -0.1 | 76.5* | 71.5*
CN(CC(=O)Nc1cccc(C(F)(F)F)c1)C1=NS(=O)(=O)c2ccccc21 | -3.3 | 2.2 | 5.4
O=C(NCCc1ccc(C(F)(F)F)cc1)c1ccc2c(c1)OCO2 | -6.3 | 1.5 | 0.5
O=C(Cn1cc([N+](=O)[O-])ccc1=O)NCC(=O)Nc1ccc(F)c(F)c1F | -6.2 | 0.4 | 0.2
CCOC(=O)[C@H]1[C@H]2COc3ccc(Cl)cc3[C@@H]2N2C(=O)c3cc(OC)ccc3NC(=O)[C@@]12C | 4.6 | -0.8 | -1.3
Cc1nn(C)c(C)c1NC(=O)COc1ccc(F)cc1Br | -4.1 | 1.1 | 3.9
CCN(CC(=O)Nc1ccc(OC)cc1)C(=O)c1ccc(=O)n(Cc2ccccc2)n1 | -5.9 | 0.0 | -0.6
Cc1ccc(N(Cc2ccccc2)C(=O)c2ccc(C)c(S(=O)(=O)N3CCOCC3)c2)cc1 | -4.9 | 0.4 | -1.5
Cc1ccc2nc(-c3ccccc3)cc(C(=O)N3CCN(c4ccccc4O)CC3)c2c1 | -5.8 | 0.5 | -0.1
O=C(COC(=O)C1CC(=O)N(CCc2ccccc2)C1)c1ccc[nH]1 (stereo not drawn) | -1.7 | -0.1 | 1.4
Cc1ccc(-n2nnnc2-c2cccs2)cc1[N+](=O)[O-] | 2.8 | 0.7 | -2.1
CCOC(=O)C1=C(COC(=O)CNC(=O)c2ccc(Cl)cc2Cl)NC(=O)NC1C (stereo not drawn) | 0.5 | -0.5 | -0.8
CC(=O)C(Cc1ccccc1)NC(=O)COC(=O)c1ccc(-n2cnnn2)cc1 (stereo not drawn) | -5.0 | 1.6 | 0.6
CC(=O)Nc1ccc(/C=C(\C#N)S(=O)(=O)c2ccc(C)cc2)cc1 | -4.7 | 1.3 | -0.2
O=C(Cn1c(=O)cnc2ccccc21)NNC(=O)c1ccccc1Cl | -3.0 | -0.9 | 0.7
CCCNC(=O)CSc1ccc(S(=O)(=O)N2CCCC2)cn1 | -6.3 | 0.9 | 1.6
Cc1ccc(S(=O)(=O)N2CCN(C(=O)n3ccnc3)CC2)cc1 | -0.5 | 0.5 | 0.5
COc1ccccc1C(=O)NCCC(=O)NN1C(=O)NC2(CCCCC2)C1=O | -3.4 | -0.3 | 0.0
CCOc1ccc(NC(=O)C2=NN(c3ccccc3)C(=O)CC2)cc1S(=O)(=O)N1CCCCC1 | 0.6 | 1.3 | -0.4
O=c1c2c(O)cc(O)cc2oc2ccc(O)c(O[C@@H]3O[C@H](CO)[C@@H](O)[C@H](O)[C@H]3O[C@H]3O[C@H](CO)[C@@H](O)[C@H](O)[C@H]3O)c12 | -7.0 | -0.3 | -0.6
Cc1csc2nc(O)c(C(=O)NCC3CCCO3)c(=O)n12 (stereo not drawn) | -0.4 | -0.1 | 0.7
Cc1ccc(SCC(=O)OCC(=O)N(CCC#N)c2ccccc2)cc1 | -4.2 | 1.9 | 2.0
CCc1ccc(C(=O)NNC(=O)CCc2nc3ccccc3c(=O)[nH]2)cc1 | -0.5 | -0.8 | 0.9
COc1cc(OC)cc(C(=O)NC(C(=O)Nc2ccc3c(c2)CCC3)C(C)C)c1 (stereo not drawn) | -3.0 | -0.5 | -2.3
O=C(NC1CCCC1)c1cccc(S(=O)(=O)N2CCCC2)c1 | -2.6 | -0.1 | 0.1
COc1ccc(S(=O)(=O)N(C)C[C@H]2Oc3ccc(NC(=O)Nc4ccc(C(F)(F)F)cc4)cc3C(=O)N([C@H](C)CO)C[C@@H]2C)cc1 | -6.0 | 2.9 | 3.0
N#CCC(=O)Nc1ccc(C(=O)OC(C(=O)Nc2cc(C(F)(F)F)ccc2Cl)c2ccccc2)cc1 (stereo not drawn) | -5.3 | 0.5 | -1.2
COc1cc(OC)cc(C(=O)Nc2ccc(N3CCOCC3)cc2N2CCOCC2)c1 | -0.9 | -0.2 | -0.4
NC(=O)c1ccc(NC(=O)CN2CCN(S(=O)(=O)c3ccc4ccccc4c3)CC2)cc1 | -1.0 | 0.7 | 0.2
Cc1ccc(S(=O)(=O)N2[C@@H](c3cccc(C)c3)C(C(=O)O)=C[C@H]2C(C)(C)C)cc1 | -5.4 | 0.5 | 0.2
CN(C)C(=O)CSc1nc2cc(S(=O)(=O)N3CCOCC3)ccc2o1 | -2.7 | 0.1 | 1.5
CCOC(=O)[C@H]1[C@H]2COc3ccc(Cl)cc3[C@H]2N2C(=O)CNC(=O)[C@@]12C | -0.3 | 0.0 | 1.9
COc1ccc([C@@H]2CC=C(C(=O)O)[C@H](c3ccc(F)cc3)N2S(=O)(=O)c2ccc(C)cc2)cc1OC | -4.0 | -0.5 | -0.9
O=C(COC(=O)c1ccc2ncsc2c1)Nc1ccc(Cl)cc1 | -6.8 | 1.2 | 1.5
Cc1ccccc1C(=O)NCC(=O)NNC(=O)c1cccc(Cl)c1 | -5.1 | 0.3 | 0.7
Cc1ccc(Cl)cc1C1=CC(=O)C[C@H](c2ccc(F)cc2)C1 | -7.0 | -0.6 | 1.0
C/C=C(\C)C(=O)OC1CC(C)(C)C[C@H]2C3=CC[C@@H]4[C@@]5(C)CCC(O[C@@H]6O[C@@H](C(=O)O)[C@@H](O)C(O[C@@H]7OC[C@H](O)[C@@H](O)[C@@H]7O[C@@H]7OC(CO)C(O)[C@@H](O)[C@@H]7O)C6O[C@@H]6OC(CO)C(O)C(O)C6O)[C@@](C)(CO)[C@@H]5CC[C@]4(C)[C@]3(C)CC(O)[C@@]12CO (stereo partly drawn) | -3.0 | 0.8 | 2.1
N#Cc1ccsc1NC(=O)C1CCN(S(=O)(=O)c2cccs2)CC1 | -4.2 | 2.3 | 3.4
Cc1cccc(NS(=O)(=O)c2cccc(C(=O)NCCCN3CCCC3=O)c2)c1 | -6.1 | 0.6 | 0.6
N#CCCN(C(=O)COC(=O)CCc1nc2ccccc2c(=O)[nH]1)c1ccc(F)cc1 | -3.1 | -0.6 | 0.1
Cc1csc(NC(=O)CSc2nncs2)n1 | -4.9 | 0.1 | 0.1
COC(=O)Cc1csc(NC(=O)CSc2nncn2C)n1 | -3.9 | 0.7 | 1.3
CCN(C(=O)COC(=O)c1ccc(SC)cc1OC)C1CCS(=O)(=O)C1 (stereo not drawn) | -2.4 | -0.2 | 0.1
CC1(C)C(=O)Nc2ccccc2N1C(=O)COC(=O)c1cccnc1Cl | -3.2 | -0.1 | -0.4
O=C(Nc1ccc(N2CCCCC2)cc1)c1cc(S(=O)(=O)N2CCOCC2)ccc1F | -0.8 | 2.0 | 1.8
Cc1cc(=O)oc2cc(OCC(=O)OC(C)C(=O)Nc3ccc(S(N)(=O)=O)cc3)ccc12 (stereo not drawn) | -4.3 | 2.0 | 0.4
CCC(=O)c1ccc(OCC(=O)OCC(=O)N2c3ccccc3NC(=O)C2(C)C)cc1 | -4.8 | 8.6 | 5.2
CCN(C(=O)c1cc(Cl)ccc1Cl)C1CCS(=O)(=O)C1 (stereo not drawn) | -4.4 | -1.0 | -0.7
COc1ccc(S(=O)(=O)N2CCOCC2)cc1NC(=O)c1cc(=O)[nH]c2ccccc12 | -1.3 | 0.4 | -0.5
CN(CC(=O)Nc1ccccc1Cl)C(=O)CN1C(=O)C2CC=CCC2C1=O (stereo not drawn) | -0.7 | 1.3 | 0.5
Cc1cc(C)cc(NC(=O)C(OC(=O)c2ccc(NC(=O)CC#N)cc2)c2ccccc2)c1 (stereo not drawn) | -1.1 | -0.7 | -1.1
CCCN(CC(=O)Nc1ccc(F)c(F)c1F)C(=O)Cc1ccc(S(=O)(=O)N2CCOCC2)s1 | -1.4 | -0.6 | -0.5
O=C(NNC(=O)c1cc(-c2ccc(Cl)cc2)nc2ccccc12)c1csc(N2CCOCC2)n1 | 3.7 | -0.6 | -0.5
O=C(CCN=C1NS(=O)(=O)c2ccccc21)OCC(=O)c1ccc(F)cc1 | -1.2 | 4.1 | 1.8
O=C(CSc1nnc2ccccn12)NNC(=O)c1cccc([N+](=O)[O-])c1 | -1.2 | 1.1 | -0.3
Further results follow.
SMILES | GalR3 antag | V1aR counter | OXTR agonist
O=C(O)Cc1sc(Nc2cccc3ccccc23)nc1-c1ccccc1 | -5.9 | -0.7 | 0.2
O=c1cc(-c2ccc(O)c(O)c2)oc2c1ccc1ccccc12 | -2.0 | 0.7 | 0.4
CC(=O)c1ccccc1NC(=O)c1ccc(OCc2c(C)noc2C)cc1 | -5.7 | 1.1 | 2.6
CSc1ccc(/C=C/C(=O)OCC(=O)N2CCc3ccccc32)cc1 | -2.1 | -0.3 | -0.8
O=C(CCc1nc2ccccc2c(=O)[nH]1)NCCN1C(=O)S/C(=C\c2ccc(Cl)cc2Cl)C1=O | -1.8 | 0.5 | 0.8
O=C(Nc1cc(C(F)(F)F)ccc1N1CCOCC1)C1=COCCO1 | -3.8 | -1.1 | -1.7
Cc1cccnc1NC(=O)c1ccc(S(=O)(=O)N2CCC(C)CC2)cc1 | 8.6 | 1.0 | -1.3
O=C(COC(=O)c1ccco1)Nc1cc(S(=O)(=O)N2CCOCC2)ccc1Cl | -5.4 | 2.7 | 1.8
O=C(NC1CC(=O)N(c2ccccc2)C1)C(=O)c1c[nH]c2ccccc12 (stereo not drawn) | 2.2 | 3.2 | 3.6
CCC(C)(C)C1CCc2[nH]nc(C(=O)NC(C)C)c2C1 (stereo not drawn) | -3.4 | 0.4 | -2.3
CN1CCN(C(=O)N(c2ccccc2)c2ccccc2)CC1 | -3.6 | -1.5 | -1.1
Cn1c(-c2ccccc2)c(C#Cc2ccc(N)cc2)c2ccccc21 | -2.4 | -1.5 | -1.4
C=CCC[C@H](Cc1ccc(F)cc1)C(=O)OC[C@@H](NC(=O)[C@@H](CC=C)CC(=O)N[C@H](CO)Cc1ccccc1)C(C)(C)C | -9.4 | 2.7 | -0.7
CSc1ccc(/C=N/NC(=O)c2ccc(-n3cnnn3)cc2)cc1 | -3.5 | 0.6 | -0.1
Cc1ccc(NC(=O)CSCC(=O)Nc2nnc(C)s2)cc1 | -5.7 | -0.4 | -0.9
CCOC(=O)[C@H]1[C@H]2COc3ccccc3[C@@H]2N2C(=O)CN(CC3CCCO3)C(=O)[C@@]12C (stereo partly drawn) | 1.4 | 0.4 | 0.0
COC(=O)C(C)(N)Cc1ccc(O)cc1 (stereo not drawn) | -4.6 | 0.8 | -0.1
COc1ccc(OC)c(NC(=O)c2ccc(OCC(=O)N3CCOCC3)c(OC)c2)c1 | 1.6 | -0.2 | 0.3
O=C(COC(=O)C1CCC1)Nc1cc(S(=O)(=O)N2CCCCC2)ccc1Cl | -6.4 | 2.1 | -0.7
Cc1ccc(C)c(OCCC(=O)OCC(=O)NCc2ccccc2)c1 | -4.2 | -0.4 | -2.5
COc1ccccc1-c1nnc(SCC(=O)Nc2oc(C)c3c(C)n[nH]c(=O)c23)n1C | -3.5 | -0.1 | 0.0
COc1ccc(N2CCN(C(=O)COC(=O)c3ccccc3OCc3ccc(F)cc3)CC2)cc1 | -2.6 | -0.8 | -1.2
CC(=O)c1sc(NC(=O)CSC(C)C(=O)Nc2cc(C)on2)nc1-c1ccccc1 (stereo not drawn) | -3.8 | -0.9 | 0.1
O=C(CN1C(=O)C(=O)N(CCC2=CCCCC2)C1=O)Nc1ccc(F)cc1F | 1.5 | 1.5 | 2.4
O=C(CCc1c[nH]c2ccccc12)NN1C(=O)NC2(CCCCC2)C1=O | 0.2 | 1.2 | 1.0
Cc1cccc(OCC(=O)OCC(=O)Nc2ccc(Cl)cn2)c1 | -2.8 | 3.6 | 3.7
O=C(NCCN1CCOCC1)c1c(O)nc2sccn2c1=O | -0.1 | -0.2 | 0.3
Cn1c(C=O)c(-c2ccc3cc[nH]c3c2)c2ccccc21 | -5.3 | -1.5 | -0.8
CC(=O)C[C@@H](O)CC(=O)[C@@H]1OC(=O)[C@@H](C)CCCCc2ccccc21 | -3.7 | 0.2 | -0.4

High-throughput results from PubChem.
